NS3 helicase inh: blocks Hepatitis C virus NS3 helicase unwinding | NS3 helicase DNA unwinding, Cy5 molecular beacon fluorescence | inhibition, % at 10.9 µM | actives 0.56% (n = 290,000);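 active = inhibition above the mean of all tested compounds plus 3 SD, set per campaign, cut at about 35% in these data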;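 also: 0% = DMSO wells and 100% = thioflavine S control wells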
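Assay system: hepatitis C virus NS3 helicase domain fragment enzyme. Also added: annealed dual-labelled DNA beacon duplex, ATP-started. Timing: 1 h reaction at 25 °C, ATP-initiated. Technique: Cy5 fluorescence at 0 and 60 min, beacon hairpin quenching. Evaluation: % inhibition of unwinding. Replication: one well per compound.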
SUMO HTRF inh: SUMOylation inhibition | actives 0.36% (n = 290,000) | inhibition, % at 35 µM | P63279 | HTRF SUMOylation assay, SAE1/SAE2 + UBC9, in vitro; in the data active = inhibition above about 50%, passing the limit was not always enough; also: strong numbers were not always called active
Target sequence (P63279 whole entry, looked up): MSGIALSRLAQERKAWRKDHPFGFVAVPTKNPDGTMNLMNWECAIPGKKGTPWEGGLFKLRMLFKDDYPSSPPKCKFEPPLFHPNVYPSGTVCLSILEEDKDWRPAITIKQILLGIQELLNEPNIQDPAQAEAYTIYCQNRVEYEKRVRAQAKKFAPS
VIM-2 inh: inhibitors of Pseudomonas aeruginosa VIM-2 metallo-beta-lactamase. purified VIM-2, nitrocefin hydrolysis, epi-absorbance fluorescence. inhibition, % at 5.6 µM. actives 0.89% (n = 290,000). AID 1527;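 active = inhibition above the mean of all tested compounds plus 3 SD, cutoff set per screening run, cut at about 7.5% in these data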;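 also: red hydrolysis product quenches plate fluorescence so inhibitors raise well fluorescence; 0% = enzyme with DMSO and 100% = DMSO without enzyme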
IDE cell inh: cellular human IDE inhibition | inhibition, % at 5.59 µM | AID 434962 | P14735 | actives 0.41% (n = 320,000) | HEK cells, FAbetaB cleavage, fluorescence polarization;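 active = percent inhibition above the average of all tested compounds plus 3 SD, set per screening campaign, cut at about 16% in these data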;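 also: IDE supplied by intact live HEK cells; FP after avidin binding of uncleaved biotin substrate so inhibition keeps polarization high; 0% = DMSO wells and 100% = 60 µM reference IDE inhibitor Ii1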
pCIP destab: p/CIP protein destabilization | Q05BA5 | decrease of EGFP signal, % at 10 µM | AID 1984 | actives 0.01% (n = 290,000) | F442A p/CIP-EGFP cells, EGFP fluorescence, 16 h;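 active = EGFP signal decrease of at least 30% at 10 µM or well 3 SD below plate mean, unless failing retest; inactive = the rest, including hits failing retest or dose response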; also: some compounds called inactive have numbers as strong as hits; many of its hits are not listed in these tables
IMP-1 inh: inhibitors of Pseudomonas aeruginosa IMP-1 metallo-beta-lactamase | purified IMP-1, nitrocefin hydrolysis, epi-absorbance fluorescence | inhibition, % at 5.6 µM | actives 0.45% (n = 290,000);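 active = inhibition above the mean plus 3 SD of all compounds in the same screening run, cut at about 4.5% in these data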;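 also: 0% = IMP-1 with DMSO and 100% = DMSO wells lacking enzyme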
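System: Purified IMP-1 | Read-out basis: Percent enzyme inhibition | Controls: IMP-1 with DMSO as 0%, enzyme-free DMSO as 100% | Replicates: One well per compound | Doses: 5.6 µM nominal single concentration | Detection: Epi-absorbance fluorescence, 480 nm excitation, 530 nm emission | Incubation: 25 °C, 15 min preincubation, 25 min reaction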
CRFBP-R2 block: antagonists of CRF-binding protein/CRF-R2 receptor complex | HEK293 CRF-R2/CRF-BP, CRF-induced calcium fluorescence | inhibition, % at 11.8 µM | actives 0.59% (n = 350,000) | AID 588475;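 active = inhibition of the ligand-induced calcium signal above about 50% at the single tested concentration, limit read from the data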
GalR3 antag: blocks the human galanin receptor 3; AID 651719; HEK293 GalR3-CNG cAMP membrane potential fluorescence; galR3 body fused to GalR1 C-terminus; actives 0.44% (n = 360,000); inhibition, % at 3 µM; O60755;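 active = inhibition above the screen-wide average plus 3 SD, cut at about 13% in these data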;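 also: forskolin and galanin both at EC90 stimulate the cells; cAMP rise reported by CNG channel membrane potential dye signal; 0% = forskolin plus galanin with DMSO and 100% = forskolin alone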
Target sequence (O60755 1-299 limits assumed): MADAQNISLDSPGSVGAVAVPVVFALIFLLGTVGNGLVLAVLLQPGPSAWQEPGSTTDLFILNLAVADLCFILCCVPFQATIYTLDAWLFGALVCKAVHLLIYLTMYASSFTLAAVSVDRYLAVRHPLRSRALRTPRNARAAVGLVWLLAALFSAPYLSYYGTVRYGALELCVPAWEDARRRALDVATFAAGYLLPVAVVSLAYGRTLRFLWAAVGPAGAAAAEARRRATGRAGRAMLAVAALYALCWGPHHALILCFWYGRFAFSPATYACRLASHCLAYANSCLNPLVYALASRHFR
IDE act: boosts human insulin-degrading enzyme activity in HEK cells; P14735; FAbeta-B cleavage, fluorescence polarization; 0% vehicle, 100% cell-free pure enzyme wells; activation, % at 5.96 µM; actives 0.073% (n = 340,000);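 active = activation above the mean of all tested compounds plus 3 SD, set per screening campaign, cut at about 17% in these data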
Starred values were filed as active, the others as inactive; x = no result given; & = joins results of further samples. Not all compounds are listed; count on the stated rates, not on these rows.

Below each compound: NS3 helicase inh	SUMO HTRF inh	VIM-2 inh	IDE cell inh	pCIP destab	IMP-1 inh	CRFBP-R2 block	GalR3 antag	IDE act
Cc1ccccc1N1C(=O)CC(=O)N(c2ccccc2C)C1=O
→ 15	3	0.8	-4	-15	-0.2	1	-6	0
O=C(NC(Oc1ccccc1)C(Cl)(Cl)Cl)c1ccccc1 (configuration not stated)
→ 1	21	0.9	1	-6	-1.6	23	-7	1
Cc1c(N=Nc2c(O)n(Cc3ccccc3)c(=O)[nH]c2=O)c(=O)n(-c2ccccc2)n1C
→ 6	9	-5.4	-6	-6	-4.3	-11	4	7
c1ccc(-c2ccc(-c3n(-c4ccccn4)c4ccccc4[n+]3-c3ccccn3)cc2)cc1
→ -33	18	0.9	x	12	-1.4	32	-5	5
CN(C)CCN(C(=O)COc1ccc(Cl)cc1)c1nc2cc3c(cc2s1)OCO3
→ -14	5	-0.9	-1	9	-0.3	-19	-2	7
COC(=O)C1=C(c2ccc(F)cc2F)C[C@@H]2CC[C@H]1N2C(=O)NCCCOC(C)C
→ x	x	x	-1	x	x	6	-1	3
COc1ccc(-n2c(O)c(C(C)=NCCN3CCNCC3)c(=O)[nH]c2=O)cc1
→ 14	21	-4.0	-1	0	-3.0	-23	-1	5
N#CC1=C(N)Oc2c(c(=O)sc3ccccc23)C1c1cccnc1 (configuration not stated)
→ 0	-4	0.1	4	-4	-1.9	-11	-1	5
N[C@@H](Cc1c[nH]c2ccccc12)c1nnc(SCc2ccc(F)cc2)o1
→ -19	-19	1.7	x	5	-1.6	3	-5	2
Oc1cccc2cccnc12
→ -3	-2	-4.6	-2	5	-5.8	x	0	x
CCOP(=O)(Oc1ccccc1)c1c([N+](=O)[O-])cc(C(F)(F)F)cc1[N+](=O)[O-] (configuration not stated)
→ 15	-3	1.1	-4	1	-2.4	1	-11	5
CN(C)P1(N(C)C)=NC(C(F)(F)F)=NC(C(F)(F)F)=N1
→ 0	16	-5.7	9	-24	-2.4	0	-1	6
N/C(=N/[N+](=O)[O-])N1CCN(C(=O)Oc2ccc([N+](=O)[O-])cc2)CC1
→ 2	6	-3.2	5	-6	-3.1	1	-7	-2
CCN1C(=O)c2ccccc2Sc2ccc(C(=O)N3CCC4(CC3)OCCO4)cc21
→ 1	35	-3.0	-1	-13	-2.3	-9	x	6
CC1N=C(c2ccccc2Cl)c2cc(Br)ccc2NC1=O (configuration not stated)
→ -9	5	-2.2	-2	-7	-1.5	-7	-10	4
c1cncc(CNCCc2ccc3c(c2)OCO3)c1
→ 2	-1	-0.4	-3	-4	0.5	1	-7	7
COc1ccc(S(=O)(=O)NCc2ccc(C(=O)N3CCC4(CC3)OCCO4)cc2)cc1
→ 2	-8	-2.5	2	-4	-2.7	-7	x	5
CCN1C(=O)NC(=O)/C(=C\c2cn(CC(=O)N3CCCC3)c3ccccc23)C1=O
→ 3	8	3.1	3	1	0.9	0	-9	0
N=c1n(CCO)c2ccccc2n1Cc1ccccc1
→ 10	-3	-0.9	0	-9	-5.2	-9	-5	5
CCN(CC)c1ccc(N=Cc2c(O)n(-c3ccc(OC)cc3)c(=O)[nH]c2=O)cc1
→ 25	20	-2.4	-3	-30	1.4	-43	1	-1
CC(c1ccc(F)cc1)n1cc(C(=O)NCc2ccc3c(c2)OCO3)nn1 (configuration not stated)
→ 1	7	-5.3	-3	-1	-3.5	-38	-7	1
O=c1c2ccccc2nc(/C=C/c2ccccc2O)n1-c1ccccc1O
→ -16	2	6.0	13	-15	-0.3	x	-4	-8
C=CCn1c(O)c(C(CC)=NCc2ccco2)c(=O)[nH]c1=O
→ 0	4	-1.4	-5	-8	-2.2	-2	0	4
COc1cc2c(c(OC)c1)C(=O)OC(C)CCCC(=O)CCCCC2 (configuration not stated)
→ -8	15	-0.3	7	1	-2.6	4	-3	1
O=C(CN1CC=C(c2ccccc2)CC1)Nc1cc(Cl)ccc1Cl
→ -3	-8	-1.2	-1	2	-0.6	-7	-7	-4
Cc1ccc(-n2c(O)c(C=NCc3ccco3)c(=O)[nH]c2=S)cc1C
→ 2	25	-3.8	2	-13	-3.4	5	3	5
CCCNC(=O)N1[C@H]2CC[C@@H]1C(C(=O)OC)=C(c1cccc(C#N)c1)C2
→ x	x	x	2	x	x	3	-6	-2
Clc1ccc2c(c1)C(c1ccccc1Cl)=NCc1nnc(N3CCN(CCSc4ccccc4)CC3)n1-2
→ -12	3	-1.8	2	-7	-2.2	23	3	14
NC1=NC(=O)C(c2ccccc2)O1 (configuration not stated)
→ -6	8	-2.4	x	4	-1.0	x	x	x
CCOC(=O)C1C(=O)N(C)C2(C)CC1c1ccccc1O2 (configuration not stated)
→ 0	9	0.4	-2	-4	-2.1	16	-5	-4
Cc1onc(-c2ccccc2)c1C(=O)N1CCC2(CC1)OCCO2
→ 4	-8	-2.7	-1	-11	-2.1	-1	-2	2
Cn1cccc1CN1CCN(C(=O)COc2ccccc2)CC1
→ 9	-15	0.6	7	-8	-3.8	-3	-2	6
CC1=C(C(=O)O)N2C(=O)[C@@H](NC(=O)CCCC(=O)O)[C@H]2SC1
→ -11	14	1.0	-2	-5	-0.9	4	0	5
COC(=O)C1=C(N)Oc2c(c(=O)oc3ccccc23)[C@]12C(=O)N(C)c1ccccc12
→ 20	16	0.9	-3	1	-0.7	-7	2	-3
CCN(CC)P(=O)(NC(=O)C(Cl)(Cl)Cl)N(CC)CC.[Cl-].[Cl-].[Cl-].[Nd+3]
→ 1	10	-1.3	5	-20	22*	-5&17	-3&-3	-3&7
C/C(=C\c1ccc(N(C)C)cc1)[N+](=O)[O-]
→ -15	9	-0.1	3	-8	-3.4	1	-4	-10
CC1CC(OC(=O)c2ccccc2)(c2ccccc2)C(C)CN1C (configuration not stated)
→ -12	16	-2.7	-9	1	-2.4	-15	-6	2
COc1ccc(NC(=O)N2C[C@@H]3C[C@@H](C2)c2cccc(=O)n2C3)cc1
→ -17	-2	-2.5	6	-3	-5.3	-1	-6	1
O=c1oc2ccccc2c(O)c1[C@H]1c2ccc(O)cc2Oc2c1c(=O)oc1ccccc21
→ 14	12	-0.7	-1	10	-1.3	5	-8	-2
CCCNC(=O)N1[C@H]2CC[C@@H]1C(C(=O)OC)=C(c1ccc(S(C)(=O)=O)cc1)C2
→ x	x	x	0	x	x	-1	-2	-2

Single values from the results shown:
Reading for CCCNC(=O)N1[C@H]2CC[C@@H]1C(C(=O)OC)=C(c1cccc(C#N)c1)C2 in CRFBP-R2 block: 3
Reading for CC1CC(OC(=O)c2ccccc2)(c2ccccc2)C(C)CN1C (configuration not stated) in IMP-1 inh: -2.4

Continued.
Below each compound: NS3 helicase inh	SUMO HTRF inh	VIM-2 inh	IDE cell inh	pCIP destab	IMP-1 inh	CRFBP-R2 block	GalR3 antag	IDE act
Cc1ccc2c(c1)N(C(=O)CCC(=O)N1CCC3(CC1)OCCO3)CC(C)O2 (configuration not stated)
→ -2	9	-0.7	-3	-6	-1.8	-8	-6	6
CC(C)C(=O)c1cn(Cc2ccc(C#N)cc2)c2ccccc12
→ -9	14	-4.5	-1	-6	-4.1	-2	-1	5
Cc1c(C(=O)N2CCC3(CC2)OCCO3)sc2ncnc(N(C)c3ccccc3)c12
→ -3	-12	1.0	5	-12	0.2	-3	1	7
COC(=O)C1=C(c2ccc(S(C)(=O)=O)cc2)C[C@@H]2CC[C@H]1N2C(=O)NCc1ccc(F)cc1
→ x	x	x	-6	x	x	-2	1	1
CCCN(CCC)C(=O)Cc1c(-c2ccc(Cl)cc2)nc2c(Cl)cc(Cl)cn12
→ x	x	x	-2	x	x	-5	-2	-1
C=CCN1C(=O)c2ccccc2Sc2ccc(C(=O)N3CCC4(CC3)OCCO4)cc21
→ 3	-5	-3.1	2	-15	-1.1	-4	x	7
CN1[C@@H]2CC[C@H]1CC(OC(=O)C1C=Nc3ccccc31)C2 (some centres not stated)
→ -3	-4	-1.8	1	-2	1.4	16	x	1
COC(=O)C1=C(c2ccc(S(C)(=O)=O)cc2)C[C@@H]2CC[C@H]1N2C(=O)N1CCC(C)CC1
→ x	x	x	-1	x	x	-2	-5	2
COc1ccc(OC)c(/C=N/OC(=O)Nc2ccc(Cl)cc2)c1
→ 1	6	-2.4	-2	11	-3.3	-3	-4	6
CCNc1nc(Cl)nc(NC(C)C)n1
→ -7	-5	0.5	6	12	-4.3	6	-1	-2
COc1ccc(CN2CCCCC2c2cccnc2)cc1C (configuration not stated)
→ -5	25	-0.6	2	-6	-1.7	3	1	2
Cc1nnc2n1-c1ccc(Br)cc1C(c1ccccc1Cl)=NC2
→ 4	-6	-6.0	5	-17	-1.4	3	-4	2
CC(=O)[C@H]1CCC2C3CC[C@H]4C[C@@H](O)CC[C@]4(C)C3CC[C@@]21C (some centres not stated)
→ x	x	x	3	x	x	-20	-3	0
CN1Cc2c(c(C#N)c(N)n(C)c2=S)CC1(C)C
→ 2	18	-0.3	-7	3	-1.1	-8	x	6
O=P(O)(O)Cc1ccccc1OP(=O)(c1ccccc1)c1ccccc1
→ 6	32	9.9*	-1	-3	-1.9	-5	-2	8
CCSc1cc(C2C(C#N)=C(N)Oc3n[nH]c(C)c32)c(C)o1 (configuration not stated)
→ 2	0	-4.0	-1	5	-3.4	7	7	-1
CN1C2C=C(N(C(=O)c3ccc(Cl)cc3)c3ccccc3)CC1CC2 (configuration not stated)
→ 8	3	0.3	1	-9	-1.6	-5	4	-4
CCCCCn1c(=O)c(C(=O)NCc2ccc(Cl)cc2)c(O)c2ccccc21
→ 0	-5	-2.0	-1	-1	-3.4	-5	-10	5
COC(=O)C1=C(c2ccc(OC)c(OC)c2)C[C@@H]2CC[C@H]1N2C(=O)NCC1CC1
→ x	x	x	0	x	x	3	5	5
c1ccc(-c2[nH]c[n+](CC3CO3)c2-c2ccccc2)cc1 (configuration not stated)
→ -65	-4	-2.3	1	-5	-4.4	x	x	x
CN1CC[C@]23c4c5ccc(O)c4OC2C(O)C=CC3[C@H]1C5 (some centres not stated)
→ x	x	x	7	x	x	3	-2	2
BrCC(Br)C1CCC(Br)C(Br)C1 (configuration not stated)
→ x	x	x	4	x	x	7	2	3
O=C1NC(=O)N(c2ccccc2)C(=O)/C1=C/c1ccc2c(c1)Cc1ccccc1-2
→ 2	22	-1.2	2	1	-3.4	x	x	x
CCOP(=O)(OCC)C(NC(=O)c1ccccc1Cl)=C(Cl)Cl
→ -8	14	-3.0	-4	-1	-2.5	21	-6	1
CCC(=O)N1CCN(CCN=Cc2c(O)n(C)c(=O)n(C)c2=O)CC1
→ -10	23	-3.5	-1	-2	-1.9	-14	-3	3
N/C(=N/[N+](=O)[O-])N1CCN(C(=O)c2ccc(Cl)cc2)CC1
→ 2	-3	-4.2	-6	5	-2.4	9	-2	1
COc1cc2c(cc1OC)C(C(=O)NC(C)C)C1CCCCN1C2=O (configuration not stated)
→ 24	20	1.1	6	7	1.2	7	-4	8

Screening data: PubChem, several laboratories
